High-throughput results: PubChem, National Center for Advancing Translational Sciences (NCATS)
L3MBTL1 block – blocks human L3MBTL1. 230,000 compounds, 0.66% hits. AID 485360. AlphaScreen L3MBTL1–H3K9me1 peptide binding. Q9Y468. Potency, µM (top dose mostly 57.1 µM), for the others: at the top dose activity, negative = inhibition, actives largely listed as inhibitors; active means well fitted inhibition curve with a large enough effect; inconclusive means small, poorly fitted or top-dose-only effect; inactive means no such curve, though single readings can be large or run the other way; further: nearly all actives have a fitted effect of over 60% in size
Target sequence (Q9Y468 whole entry, looked up): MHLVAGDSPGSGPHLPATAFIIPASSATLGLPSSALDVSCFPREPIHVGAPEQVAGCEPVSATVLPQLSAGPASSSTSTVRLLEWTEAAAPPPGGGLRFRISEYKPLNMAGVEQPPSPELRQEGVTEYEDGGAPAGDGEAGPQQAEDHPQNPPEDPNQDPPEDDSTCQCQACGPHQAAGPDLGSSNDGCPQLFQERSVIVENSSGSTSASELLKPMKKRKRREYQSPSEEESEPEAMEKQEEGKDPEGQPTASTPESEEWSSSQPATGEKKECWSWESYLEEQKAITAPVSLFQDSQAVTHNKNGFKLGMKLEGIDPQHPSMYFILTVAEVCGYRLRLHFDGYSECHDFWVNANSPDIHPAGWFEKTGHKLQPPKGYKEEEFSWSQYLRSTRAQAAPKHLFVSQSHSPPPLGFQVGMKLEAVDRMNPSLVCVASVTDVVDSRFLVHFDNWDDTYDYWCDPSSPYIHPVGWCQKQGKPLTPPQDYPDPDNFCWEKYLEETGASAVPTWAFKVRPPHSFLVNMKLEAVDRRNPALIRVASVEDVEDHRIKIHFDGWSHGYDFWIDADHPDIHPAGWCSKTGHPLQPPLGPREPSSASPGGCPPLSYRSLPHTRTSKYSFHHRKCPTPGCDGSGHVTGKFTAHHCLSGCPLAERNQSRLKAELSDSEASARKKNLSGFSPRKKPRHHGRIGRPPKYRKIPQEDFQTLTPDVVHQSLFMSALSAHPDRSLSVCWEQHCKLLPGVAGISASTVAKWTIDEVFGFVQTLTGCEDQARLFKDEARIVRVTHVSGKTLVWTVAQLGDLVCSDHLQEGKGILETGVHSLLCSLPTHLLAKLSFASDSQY
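Displacement of a biotinylated histone H3(1-15) peptide monomethylated at Lys9 (75 nM) from L3MBTL1 (50 nM) was measured by AlphaScreen after a 30 min room-temperature compound incubation; cefsulodin titration served as intraplate control.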
An asterisk follows results filed as active; ? = inconclusive; [ ] = another dose, or the depositor's remark. On the % scale 0 is the no-effect control and ±100 the full control effect; potency means the concentration at half of the fitted maximal effect. An excerpt; the hit share may differ from the screen's.

Preview:
SMILES	L3MBTL1 block
CSc1ncccc1C(=O)OCC(=O)c1ccc(S(=O)(=O)N2CCCCC2)cc1	3%
N#CC1(NC(=O)CSc2n[nH]c(-c3ccccc3)n2)CCCCC1	-2%

Results (from the top)
SMILES	L3MBTL1 block
CSc1ncccc1C(=O)OCC(=O)c1ccc(S(=O)(=O)N2CCCCC2)cc1	3%
N#CC1(NC(=O)CSc2n[nH]c(-c3ccccc3)n2)CCCCC1	-2%
COc1cccc(C(=O)OCC(=O)Nc2cc(C)on2)c1OC	-2%
CC(C)CN(C(=O)CCNC(=O)c1ccc(Cl)cc1)c1c(N)n(CC(C)C)c(=O)[nH]c1=O	-2%
COc1ccc(OCCC(=O)OCC(=O)Nc2cccc(S(=O)(=O)N3CCCCC3)c2)cc1	-9%
CCn1nc(C(=O)NNS(=O)(=O)c2ccc(C)cc2)c2ccccc2c1=O	1%
C=CCn1c(SCC(=O)Nc2cccc(S(N)(=O)=O)c2)nnc1C1CCCCC1	-1%
COc1ccc(C(=O)COC(=O)Cn2cnc3ccccc3c2=O)c(OC)c1	-1%
O=C(COc1ccc(Cl)cc1)OCC(=O)c1ccc[nH]1	-5%
COc1cccc(NC(=O)C(=O)NCCC2CCCCN2S(=O)(=O)c2ccccc2)c1 (centres undefined)	-12%
COc1ccc(N(CC(=O)N2CCCCCC2)S(C)(=O)=O)cc1Cl	23%
Cc1ccc(C)c(-n2sc3ccc(F)cc3c2=O)c1	-3%
Cc1ccc([C@@H]2CC=C(C(=O)O)[C@H](c3ccccc3)N2S(=O)(=O)c2ccccc2C)cc1	-1%
COc1ccc(-c2noc(N3CCC(C(=O)Nc4ccc(F)cc4)CC3)n2)cc1	4%
CN1C[C@@H]2[C@@H]3C(=O)N(Cc4ccccc4)C(=O)[C@@H]3[C@](C)(C1=O)N2C(=O)c1ccc(Cl)cc1	-2%
C=CCC1[C@H](C)[C@H]2[C@@H]3CC[C@@H](C3)[C@H]2CN1S(=O)(=O)c1ccc(C)cc1 (some centres undefined)	26%
CC[C@@]1(C(=O)OC)N[C@H](CN(C)C(=O)c2ccc(C)cc2)[C@@H]2C(=O)N(Cc3ccccc3)C(=O)[C@@H]21	1%
CCCCNC(=O)O[C@@H]1C[C@H]2CCCC(=O)N3CC[C@@H](C1)[C@@H]23	0%
CC(=O)Nc1ccc(-c2nc3ccccc3o2)cc1	8%
COc1ccc(CN(C)C(=O)Cn2cnc3c(NCc4ccccc4)ncnc32)cc1OC	-12%
COC(=O)C1=C(N)OC2=C(C(=O)CC(C)(C)C2)C1c1cc2c(cc1Cl)OCO2 (centres undefined)	-7%
CN(c1ccc(OC(=O)CC2OC(=O)c3ccccc32)cc1)S(=O)(=O)c1ccccc1 (centres undefined)	36%[activator]
Cc1ccnc(NC(=O)c2ccc(C(=O)c3ccccc3)cc2)c1	7%
N#CC1(NC(=O)CSc2ccccn2)CCCCC1	3%
CC(C)CC1NC(=O)c2cc(Cl)ccc2-n2c1nc1ccc(F)cc1c2=O (centres undefined)	4%
Cc1n[nH]c(=O)c2c(NC(=O)CSc3ccccc3Cl)oc(C)c12	-4%
Cc1ccc(N(CCC(=O)N2CCOCC2)S(=O)(=O)c2ccccc2)cc1	0%
Cc1cccc(N2CCN(C(=O)c3cc(S(=O)(=O)N4CCCC4)cn3C)CC2)c1C	-15%
CCN(CC(=O)Nc1ccccc1OC)C(=O)c1cc(-c2ccccc2)nn1-c1ccccc1	-1%
CC(=O)Nc1cc2nn(-c3ccccc3)nc2cc1C	7%
CN(CC(=O)Nc1ccc(F)cc1)C(=O)Cn1c(=O)oc2ccccc21	2%
CCC(CC)Nc1ccc(C(CC(N)=O)NC(=O)Cc2cccc3ccccc23)cc1[N+](=O)[O-] (centres undefined)	-10%
CCCCn1c(-c2ccc(C(C)(C)C)cc2)nc2cc3[nH]c(=O)c(C(C)C)nc3cc21	-6%
COc1cc2ccccc2cc1C(=O)Nc1ccc(O)cc1	-3%
O=C(Nc1ccc2[nH]c(=O)[nH]c2c1)c1cccc([N+](=O)[O-])c1	6%
COc1ccc(CN2C(=O)C(CC(C)C)Nc3ncnc(N4CCCCC4)c32)cc1 (centres undefined)	1%
CC1O[C@@H](O[C@H](C)CC[C@@H](C)O)C(O)C[C@H]1O (some centres undefined)	7%
COC(=O)[C@]1(Cc2ccccc2)N[C@H](CN(C)S(=O)(=O)c2ccc(C(F)(F)F)cc2)[C@@H]2C(=O)N(Cc3ccccc3)C(=O)[C@@H]21	6%
COc1cc(CN2CCC(CCC(=O)NC3CC3)CC2)cc(Cl)c1OC	5%
COc1ccc(S(=O)(=O)N2CCCC2CNC(=O)C(=O)NCc2ccc3c(c2)OCO3)cc1 (centres undefined)	-6%
O=C(CCN1C(=O)CSc2ccccc21)Nc1cccc(C(F)(F)F)c1	9%
COc1ccc(S(=O)(=O)N2CC(=O)Nc3ccccc32)cc1	-2%
COc1ccc(NC(=O)CSc2nc3[nH]ncc3c(=O)[nH]2)c(OC)c1	6%
O=C1c2cc(Br)ccc2OC2C=CC=CC12 (centres undefined)	7%
Cn1c(N)c(C(=O)CSc2nnc(NC3CCCCC3)s2)c(=O)n(C)c1=O	2%
CCC(=O)c1ccc(OCC(=O)N(Cc2nnc(-c3ccccc3Cl)o2)C2CC2)cc1	6%
C#CCOCCOCCOCCNc1nc(N2CCN(C(=O)CCCCCCCCCCNC(=O)[C@@H](CCC(=O)O)n3cc(CCCCCN)nn3)CC2)nc(N2CCN(C(=O)CCCCCCCCCCNC(=O)[C@@H](CCC(=O)O)n3cc(CCCCCN)nn3)CC2)n1	6%
O=C1CCC(=O)N1c1ccccc1	0%
Cc1ccc(CCC(=O)Nc2ccc([N+](=O)[O-])cc2Cl)o1	-12%
Cc1cccc(-n2ncc3c2CCCC3NC(=O)CC(F)(F)F)c1C (centres undefined)	2%
COc1ccc(-c2coc3cc(O)c(OC)cc3c2=O)cc1	10%
COc1cc(CC(=O)OCC(=O)NCc2cccs2)cc(OC)c1OC	1%
Cc1ccnc(NCc2cc(C)ccc2O)c1	-9%
CC(OC(=O)CNC(=O)c1sc2ccccc2c1Cl)c1ccccc1 (centres undefined)	11%
O=C(NC12CC3CC(CC(C3)C1)C2)c1ccc([N+](=O)[O-])o1	2%
Cc1ccc(SCC(=O)OC(C)C(=O)NCc2ccccc2)cc1C (centres undefined)	16%
CCOc1ccc(/C=N/NC(=O)c2ccccc2C)cc1CN1CC2CC(C1)c1cccc(=O)n1C2 (centres undefined)	-12%
OCC[C@H]1C[C@H](O)[C@@H](O)[C@@]2(Cc3ccccc3CO2)O1	4%
COc1cccc(C(=O)CSc2nccn2C)c1	5%
Cc1cccc(NC(=O)C2CC(=O)N(c3ccc4c(c3)OCCO4)C2)n1 (centres undefined)	-3%
Going on with the list.
SMILES	L3MBTL1 block
CC1(C)CC(NC(=O)C2CCN(S(=O)(=O)c3cccc(C(F)(F)F)c3)CC2)CC(C)(C)N1	7%
CNC(C)C#Cc1ccc2oc3cccc(OC)c3c(=O)c2c1 (centres undefined)	-2%
O=C(COc1ccc(C(=O)NCC2CCCO2)cc1)Nc1cccc(C(F)(F)F)c1 (centres undefined)	-8%
CC1(C)O[C@@H]2[C@H](O1)[C@@H](COS(=O)(=O)O)O[C@H]2n1cnc2c(=O)[nH]cnc21	1%
O=C(COC(=O)COc1ccccc1)NC1CCS(=O)(=O)C1 (centres undefined)	4%
CCOC(=O)Cc1csc(SC(C)C(=O)NC2CCCCC2C)n1 (centres undefined)	-4%
Cc1cccc(NC(=O)CNC(=O)c2cn(Cc3ccccc3)nc2-c2cccnc2)c1C	6%
CC(=O)NC12CC3CC(C1)CC(C(=O)N1CCN(S(=O)(=O)c4ccc(C(C)C)cc4)CC1)(C3)C2	6%
Cc1noc(C)c1NC(=O)Nc1ccc2c(c1)C(=O)N([C@@H](C)CO)C[C@@H](C)[C@@H](CN(C)Cc1ccc3c(c1)OCO3)O2	-3%
CC(C)(Oc1ccc(Cl)cc1)C(=O)NCC(c1ccco1)N1CCCCC1 (centres undefined)	0%
CCCCn1c(N)c(N(CC(C)C)C(=O)CSCC(=O)Nc2ccc(OC)cc2)c(=O)[nH]c1=O	-4%
O=C(O)c1cc(S(=O)(=O)N2CCCCC2)ccc1N1CCCCC1	0%

Three of the entries above in order of the L3MBTL1 block value, lowest first.
canonical_smiles,L3MBTL1 block
CCOC(=O)Cc1csc(SC(C)C(=O)NC2CCCCC2C)n1 (centres undefined),-4%
CC(C)(Oc1ccc(Cl)cc1)C(=O)NCC(c1ccco1)N1CCCCC1 (centres undefined),0%
CC1(C)O[C@@H]2[C@H](O1)[C@@H](COS(=O)(=O)O)O[C@H]2n1cnc2c(=O)[nH]cnc21,1%

(listing goes on)
SMILES	L3MBTL1 block
O=C(Nc1scc(-c2ccccc2)c1C(=O)O)c1ccc(F)cc1	1%
COc1cccc(C(=O)c2cc3cc(Cl)ccc3[nH]2)c1	0%
CC[C@]12c3[nH]c4ccc(Cl)cc4c3CCN1C(=O)[C@@H](CC(=O)NCCC1=CCCCC1)C[C@@H]2C(=O)N1CCN(C(=O)c2ccco2)CC1	3%
COc1cc(CN(C)Cc2cccc3ccccc23)cc([N+](=O)[O-])c1O	-6%
Cc1ccc(OCCC(=O)OCC(=O)N2CCN(S(=O)(=O)c3ccc(Cl)cc3)CC2)cc1	-4%
Cc1cnc(NC(=O)c2ccc(-c3ccc([N+](=O)[O-])cc3)o2)s1	-6%
CCCN(CC(=O)Nc1cc(C)on1)CC(=O)Nc1ccccc1C	1%
CCC(C)c1ccc(S(=O)(=O)N2CCN(c3ccccn3)CC2)cc1 (centres undefined)	-5%
CCOC(=O)CN1C(=O)N(CC(=O)OCC)C(c2ccccc2)(c2ccccc2)C1=O	-9%
O=C(COC(=O)COc1ccccc1)NC12CC3CC(CC(C3)C1)C2	9%
COc1ccc(NC(C)=O)cc1NS(=O)(=O)c1cn(C)c(=O)n(C)c1=O	2%
C=CC[C@@H](CC(=O)NCCO)C(=O)N[C@H](C)COC(=O)[C@@H](CC=C)CC(=O)OC(C)(C)C	5%
Cc1ccc(CN2CCN(c3ncccn3)CC2)c(C)c1	-2%
CCOC(=O)C1=C(COC(=O)c2cccnc2Cl)NC(=O)NC1C (centres undefined)	12%
Cc1ccc(S(=O)(=O)N2[C@@H](c3ccc(C(C)(C)C)cc3)C(C(=O)O)=CC[C@H]2c2cccc(Cl)c2)cc1	-10%
Cc1nn(-c2ccccc2)nc1C(=O)OCC(=O)N1CCC(C)CC1	-1%
CCOc1ccc(C(=O)NCC(=O)N2CCCCCCC2)cc1OCC	-4%
O=C(COc1ccc(F)c(Cl)c1)N1CCCCCCC1	9%
O=C1CN(C(=O)COC(=O)[C@@H]2CC(O)CN2S(=O)(=O)c2ccc(Cl)cc2)c2ccccc2N1 (some centres undefined)	-2%
Clc1cccc(Cl)c1C1Nc2cccc3cccc(c23)N1	14µM*
COc1ccc(NC(=O)COc2ccccc2C)cc1S(=O)(=O)N1CCCCC1	0%
CCC/C(C#Cc1ccc(N(C)C)cc1)=C1/c2ccccc2C(=O)N1c1ccccc1	63%[activator]
COc1ccccc1NS(=O)(=O)c1cc(C(=O)NCc2cccnc2)ccc1C	0%
O=C(Nc1cc([N+](=O)[O-])ccc1O)NC1CCS(=O)(=O)C1 (centres undefined)	32%
CC(C)NS(=O)(=O)c1ccc(NC(=O)C(C)OC(=O)CCCOc2ccccc2)cc1 (centres undefined)	-11%
COc1cccc(CNC(=O)c2ccc(NC(=O)CC3SC(N4CCCC4)=NC3=O)cc2)c1 (centres undefined)	-4%
COc1ccc(CCNC(=O)C(=O)NCC2OCCN2S(=O)(=O)c2ccc(Cl)cc2)cc1 (centres undefined)	-1%
COc1cccc(NC(=O)CN(C)C(=O)C2=COCCO2)c1	5%
Cc1ccc(C(CNS(=O)(=O)c2ccccc2)N2CCN(C)CC2)cc1 (centres undefined)	-4%
CCCN1CCC(NC(=O)Cc2ccc(C)cc2)CC1	?
O=[N+]([O-])c1ccccc1/C=N/N1CCN(Cc2ccccc2)CC1	?
COc1ccc(C(=O)NCC(=O)OCC(=O)Nc2ncc(Cl)cc2Cl)cc1[N+](=O)[O-]	-5%
CCN(CC)S(=O)(=O)c1cccc(NC(=O)CN2C(=O)NC3(CCOc4ccccc43)C2=O)c1 (centres undefined)	-13%
COc1ccc(C(CNC(=O)COc2ccccc2)N2CCOCC2)cc1 (centres undefined)	6%
Cc1nc(NC(=O)C2CC2)sc1C(=O)Nc1ccccc1Cl	-2%
COc1cccc(NC(=O)c2cc(-c3ccccn3)nc3ccccc23)c1	-4%
COC(=O)c1ccccc1S(=O)(=O)N1CCC(C(=O)NC2CCCCC2C)CC1 (centres undefined)	7%
COc1ccc(OC)c(NC(=O)COC(=O)CCc2ccc(S(=O)(=O)N3CCOCC3)cc2)c1	-4%

An excerpt from above in order of length of the SMILES, high to low.
SMILES	L3MBTL1 block
CCN(CC)S(=O)(=O)c1cccc(NC(=O)CN2C(=O)NC3(CCOc4ccccc43)C2=O)c1 (centres undefined)	-13%
COc1ccc(C(=O)NCC(=O)OCC(=O)Nc2ncc(Cl)cc2Cl)cc1[N+](=O)[O-]	-5%
Cc1ccc(C(CNS(=O)(=O)c2ccccc2)N2CCN(C)CC2)cc1 (centres undefined)	-4%
COc1ccc(C(CNC(=O)COc2ccccc2)N2CCOCC2)cc1 (centres undefined)	6%
Cc1nc(NC(=O)C2CC2)sc1C(=O)Nc1ccccc1Cl	-2%
CCCN1CCC(NC(=O)Cc2ccc(C)cc2)CC1	?
